High-throughput results as filed in PubChem BioAssay.
BCR signal inh: inhibitors of chronic active B-cell receptor signaling. ABC-DLBCL IkBa-CBG/CBR reporter, luminescence ratio, 4 h. Potency, µM (doses to about 46.1 µM), inactives show at the highest dose ratio change, negative = lower green/red ratio, usual class: inhibitors. actives 0.05% (n = 340,000); active = well fitted inhibition curve with a large enough effect in the signal ratio, with a control signal flat, not every such curve was filed as active; inconclusive = small, poorly fitted or top-dose-only effect, or effect the other way, or a change in a side signal; the % refers to the signal ratio;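 note: potency is the fitted concentration of half-maximal effect; plate controls were basal doxycycline-induced cells for no effect and cells given 10 µM MG132 for full effect; MG132 reads +100%, hits lower the ratio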
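Doxycycline induced both beetle luciferases in TMD8 lymphoma cells; IKK-driven degradation limits the IkappaBalpha-fused green signal, while red luminescence normalises for cell number and nonspecific effects. Compounds tested up to 46 uM, 4 hrs.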
TCR act: T cell receptor activation | Potency, µM (top dose mostly 9.22 µM), inactives show top-dose activation of IL-2 secretion, most hits filed as activators | AID 504894 | 330,000 tested, under 10 active | primary human leukocytes, anti-CD3, IL-2 HTRF, 48 h; note: % of control where 0% means no effect
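HTRF read-out of IL-2 secretion: europium cryptate donor excited at 320nm, d2 acceptor emission at 665nm. Cells were primary human leukocytes incubated 48 hr with compounds and a-CD3 beads, supplying TCR signal only.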
Tb PFK inh: blocks T. brucei phosphofructokinase | T. brucei PFK, ADP-Glo luminescence | actives 0.17% (n = 330,000) | O15648 | AID 485367 | Potency, µM (titrated, usually from 57.5 µM), for the others: at the top dose activity, negative = inhibition, actives largely listed as inhibitors;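 note: potency is the fitted concentration of half-maximal effect; 0% = uninhibited 1x PFK enzyme wells and -100% = no-enzyme wells; nearly all actives have a fitted effect of over 60% in size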
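1.25 nM PFK with 0.5 mM F6P and 0.1 mM ATP in 0.1 M TEA pH 8.0, 5 mM MgCl2, incubated 45 min at room temperature; ADP measured by ADP-Glo luminescence; compounds titrated up to 57 uM.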
MLL CXXC-DNA inh: MLL CXXC-DNA interaction inhibition | actives 0.037% (n = 290,000) | AID 2662 | Potency, µM (doses to about 115 µM), for inactives: top-dose activity change, negative = inhibition, most hits filed as inhibitors | Q03164 | MLL-CXXC / FITC-HOXA9 DNA fluorescence polarization; active = well fitted inhibition curve with a large enough effect in the polarisation, with a control signal flat, not every such curve was filed as active; inconclusive = small, poorly fitted or top-dose-only effect, or effect the other way, or a change in a side signal; inactive = no such curve, though single readings can be large or run the other way; the % refers to the polarisation; note: potency is the fitted concentration of half-maximal effect
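Steps: dispense CXXC domain solution (7 uM) → pin compounds or unlabeled HOX-A9 DNA control → 5 min ambient → add FLSN-HOX-A9 solution (50 nM) → spin → 30 min ambient → fluorescence polarization. Tris pH 7.5/NaCl/DTT/BSA buffer.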
GALK inh: blocks human galactokinase activity | Purified GALK, Kinase-Glo residual ATP luminescence | actives 0.007% (n = 270,000) | Potency, µM (top dose mostly 57.5 µM), for the others: at the highest dose activity change, negative = inhibition, most hits filed as inhibitors | P51570; note: potency is the fitted concentration of half-maximal effect; % is set by controls: 0 for no effect and ±100 for the full control effect
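Compounds were pin-transferred into ATP buffer (35 uM final), then GALK plus galactose (5 nM, 100 uM final) was added. After 1 h at room temperature, Kinase-Glo Plus was added and luminescence read after 10 min.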
KCNH2 WT inh: inhibitors of human wildtype KCNH2 potassium channel; U2OS, BacMam KCNH2, thallium flux FluxOr; hits give low values; activity change, % at 1.84 µM; actives 0.37% (n = 340,000);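 active = maximum activity change below -70%; inconclusive = maximum activity change between -70% and -50%; inactive = maximum activity change above -50%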; note: % is set by controls: 0 for no effect and ±100 for the full control effect
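U2OS cells transduced with wild-type KCNH2 virus are loaded with FluxOr dye for 45 min, and thallium flux is measured in kinetic reads before and after stimulation buffer. Rate constants are normalized to DMSO controls.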
AT treatment: potential ataxia-telangiectasia treatments restoring KAP-1 phosphorylation; […] A-T fibroblasts, KAP-1 phosphorylation AlphaLISA; neocarzinostatin DNA damage 30 min before lysis; Potency, µM (titrated, usually from 57.5 µM), for the others: top-dose activation, actives largely listed as activators; actives 0.19% (n = 320,000); AID 485349; note: potency is the fitted concentration of half-maximal effect; % of control where 0% means no effect; nearly all actives have a fitted effect of over 45% in size
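ATM-like activity read as KAP-1 phosphorylation via AlphaLISA donor/acceptor antibody pairs after lysis and 6 hr at 25C. Cells were ATM-null patient fibroblasts ([…], hTERT), dosed 60 min, then exposed to the DSB inducer NCS for 30 min.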
Coupling enz: inhibits coupling enzyme system, counter-screen for aldolase hits; coupling enzyme system counterscreen, AmpLite Red fluorescence; activity change, negative = inhibition, % at 58.2 µM, hits read low; actives 0.67% (n = 290,000); AID 2472; in the data active = activity change below about -30%; note: % is set by controls: 0 for no effect and ±100 for the full control effect
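Counterscreen lacking aldolase: glyceraldehyde-3-phosphate coupling-enzyme reagent preincubated 10 min at RT with compound (at 57.5 uM final), then substrate/coupling system with AmpLite Red added; fluorescence read at 525/598 nm after 20 min RT.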
TSHR antagonist: blocks TSH signaling through the human TSH receptor | activity change, negative = inhibition, % at 11.5 µM | AID 504810 | actives 0.2% (n = 330,000) | TSHR-expressing cells, TSH-stimulated cAMP HTRF, 2 h; hits give low values;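 active = activity change below a set negative limit, meaning inhibition stronger than a set level, cut at about -70% in these data; inconclusive = activity change between two set negative limits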; note: % is set by controls: 0 for no effect and ±100 for the full control effect
Target sequence (P16473 whole entry, looked up): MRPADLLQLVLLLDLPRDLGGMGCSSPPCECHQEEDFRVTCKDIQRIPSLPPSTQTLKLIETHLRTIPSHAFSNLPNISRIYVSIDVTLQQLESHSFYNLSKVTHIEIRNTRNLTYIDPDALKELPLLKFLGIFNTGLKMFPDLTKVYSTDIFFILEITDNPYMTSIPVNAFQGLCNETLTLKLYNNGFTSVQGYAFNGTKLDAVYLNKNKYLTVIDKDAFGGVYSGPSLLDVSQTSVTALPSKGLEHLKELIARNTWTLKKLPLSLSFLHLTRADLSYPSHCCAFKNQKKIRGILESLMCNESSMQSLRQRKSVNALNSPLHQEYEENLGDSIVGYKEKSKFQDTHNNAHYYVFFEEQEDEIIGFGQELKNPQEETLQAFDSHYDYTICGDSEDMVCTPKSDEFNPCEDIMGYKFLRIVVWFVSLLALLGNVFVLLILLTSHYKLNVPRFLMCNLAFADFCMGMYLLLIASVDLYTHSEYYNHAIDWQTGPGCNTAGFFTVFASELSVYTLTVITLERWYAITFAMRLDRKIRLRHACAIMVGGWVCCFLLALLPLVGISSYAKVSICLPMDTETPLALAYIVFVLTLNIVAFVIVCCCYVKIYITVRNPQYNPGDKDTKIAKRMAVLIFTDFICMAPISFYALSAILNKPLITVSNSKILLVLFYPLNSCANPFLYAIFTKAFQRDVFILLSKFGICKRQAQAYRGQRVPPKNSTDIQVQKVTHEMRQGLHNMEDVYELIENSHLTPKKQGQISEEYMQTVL
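Freshly harvested TSHR cells receive pin-tooled compound, then EC80 TSH at 4nM final. After 2 hours at 37 deg C, antibody in lysis buffer and cAMP-d2 are added; 30 minutes at ambient temperature precede the HTRF read.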
Giardia killer: kills Giardia lamblia; actives 0.15% (n = 340,000); Giardia lamblia trophozoite viability; activity change, % at 7.66 µM, hits read low; in the data active = activity change below about -80%; inconclusive = between about -30% and that limit;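 note: parasites exposed to compound for two days anaerobically before the ATP read; % is set by controls: 0 for no effect and ±100 for the full control effect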
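Media and compound were dispensed first, then trophozoites at 100 cells/well; plates sat 48 hrs at 37 deg C without oxygen before ATP luminescence reagent was added and read after 15-30 min at room temperature.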
* marks the source's active call; other numbers are inactive results; ? = inconclusive; nt = not tested or not shown; & = joins results of further samples; [ ] = remark or other dose. Unless noted, calls come from the whole dose curve; as a rule, active = well fitted curve in the direction sought with a large enough effect; inconclusive = small, poorly fitted or top-dose-only effect, or another doubt; inactive = no such curve, though single readings can be large; an effect the other way counts as inactive or inconclusive. Compounds as they come; any-hit rate near 1.6%.

SMILES	BCR signal inh	TCR act	Tb PFK inh	MLL CXXC-DNA inh	GALK inh	KCNH2 WT inh	AT treatment	Coupling enz	TSHR antagonist	Giardia killer
Cc1cccc(Cc2c(C)nc3nc(SCC(=O)NCc4ccco4)nn3c2C)c1	?	1%	4%	15%	-5%	0	3%	-2	-3	32[activator]
O=C(COC(=O)c1cncc(Br)c1)NCC1CCCO1 (stereo not drawn)	4%	12%	-5%	-13%	0%	-3	0%	-1	-9	11
CCc1c(C(=O)NCc2ccc3c(c2)OCO3)[nH]c(C)c1C(C)=O	-26%	1%	-3%	3%	3%	0	-2%	1	6	-15
COc1cccc(/C=C2/Sc3ccc(C(=O)NCCCN4CCCC4)cc3NC2=O)c1	?	1%	3%	30%[activator]	7%	14	-10%	2	-10	34[activator]
COc1ccccc1NC(=O)c1cc(Cl)ccc1NC(=O)c1ccco1	0%	23%	8%	4%	0%	2	-1%	1	13	-9
O=C(Nc1ccccc1)C1(c2ccccc2)CC1(Cl)Cl (stereo not drawn)	5%	1%[46.1 µM]	2%	-1%	nt	-9	0%	-4	19	-3
CCCCn1c(N)c(N2CCOCC2)c(=O)n(CC(=O)NC(C)c2ccccc2)c1=O (stereo not drawn)	6%	-3%	0%	15%	0%	-5	-10%	0	12	-22
COC(=O)CSc1nnc2n1C(C)(C)Cc1ccccc1-2	2%	-2%	-4%	0%	7%	-13	5%	-4	-1	9
Cc1nnc(SCC(=O)NCc2ccc3c(c2)OCO3)[nH]c1=O	3%	8%	1%	-4%	0%	7	5%	-1	-7	-5
COc1ccc(/C=C2\SC(=O)N(CCC(=O)N3CCN(C)CC3)C2=O)cc1	?	6%	-1%	8%	-6%	2	-5%	1	9	0
Cc1c(C(=O)N2CCCC(C)C2)sc2ncnc(N3CCCCC3C)c12 (stereo not drawn)	9%	5%	-3%	12%	3%	-43	11%	-3	-11	-17
Cc1ccc2c3c([nH]c2c1C)-c1nonc1CC3	13%	5%[46.1 µM]	2%	6%	-5%	0	-2%	-5	2	-10
C/C(=C\c1ccccc1)C(=O)Nc1ccc(Cl)cn1	?	-3%	1%	-1%	0%	-15	5%	1	-17	4
CCOC(Cn1c(SCc2cc(C(C)=O)ccc2OC)nc2ccccc2c1=O)OCC	-2%	1%[46.1 µM]	3%	-1%	-4%	-38	1%	3	6	6
O=Cc1ccc(Sc2nnc(-c3ccccc3)o2)c([N+](=O)[O-])c1	?	4%	-3%	-19%	1%	2	nt	-14	-5	-9
Cc1[nH]c2ccc(C(=O)N3CCN(c4cccc(Cl)c4)CC3)cc2c1C	?	0%	0%	22%	-12%	-13	-4%	0	3	-12
Cc1ccc(S(=O)(=O)NC2(C(F)(F)F)NC(=O)N(C)C2=O)cc1 (stereo not drawn)	0%	-1%	-2%	-1%	2%	4	11%	0	36	7
c1cncc(CSc2ccc(-c3cccnc3)nn2)c1	-14%	3%	-17%	-1%	8%	-8	6%	0	2	-4
C=CCOn1c(=O)c(-c2ccc(F)cc2)[n+]([O-])c2ccccc21	0%	2%	-7%	6%	-2%	1	11%	4	-2	-8
O=C(COc1cccc(-n2cnnn2)c1)N1CCOCC1	-1%	-5%	-1%	1%	3%	-8	10%	5	-4	5
CC(NCc1ccccc1O)c1ccccc1 (stereo not drawn)	-1%	-5%	-2%	5%	11%	-5	11%	0	-1	15
CCOC(=O)c1c(CSc2ccccc2)n(C)c2ccc(O)c(CN3CCN(C)CC3)c12	?	-4%	-9%	-8%	0%	-5	10%	-5	-3	11
Cc1cnc(C(=O)OCC(=O)NCc2cccc(Cl)c2)cn1	3%	4%	4%	nt	nt	-1	9%	nt	9	14
COc1cccc(NC(=O)Nc2cc(Cl)ccc2C)c1	-2%	3%	-11%	-11%	2%	2	-1%	-1	5	-1
CCOC(=O)C1=C(C)Nc2nc(C)nn2C1c1cc(OC)ccc1OC (stereo not drawn)	-4%	-4%	-5%	-2%	nt	-3	11%	3	7	-14

Entries shown so far that have a furan ring, fused or not:
SMILES	BCR signal inh	TCR act	Tb PFK inh	MLL CXXC-DNA inh	GALK inh	KCNH2 WT inh	AT treatment	Coupling enz	TSHR antagonist	Giardia killer
Cc1cccc(Cc2c(C)nc3nc(SCC(=O)NCc4ccco4)nn3c2C)c1	?	1%	4%	15%	-5%	0	3%	-2	-3	32[activator]
COc1ccccc1NC(=O)c1cc(Cl)ccc1NC(=O)c1ccco1	0%	23%	8%	4%	0%	2	-1%	1	13	-9

The list continues.
SMILES	BCR signal inh	TCR act	Tb PFK inh	MLL CXXC-DNA inh	GALK inh	KCNH2 WT inh	AT treatment	Coupling enz	TSHR antagonist	Giardia killer
CCN(CC)C(=O)/C(=C/c1ccc2c(c1)OCO2)NC(=O)c1ccc(Br)cc1	-1%	3%[46.1 µM]	-2%	-5%	nt	10	-1%	-2	-10	-11
Cc1nn(C)c2ncc(C(=O)c3cc(F)ccc3O)cc12	-6%	-8%	0%	1%	5%	2	nt	0	-5	3
CCOc1ccc2nc(N3CCCN(C(=O)Nc4ccccc4C)CC3)c(C#N)cc2c1	-19%	0%	0%	?	0%	-7	25µM*	-13	0	-25
COc1ccc([C@@H]2[C@@H]3C(=O)N(C(C)(C)C)C(=O)[C@@H]3[C@]3(Cc4ccccc4)C(=O)N(c4cccc(F)c4)C(=O)N23)cc1	1%	3%	-3%	nt	nt	5	23%	nt	58	13
CC1CCCN(C(=O)c2ccc3c(c2)C(=O)N(CCC2=CCCCC2)C3=O)C1 (stereo not drawn)	0%	-1%	2%	0%	nt	-7	-19%	2	25	-10
COc1ccc(/C=C/C(=O)Nc2ccc3c(c2)OCCO3)cc1OC	-1%	0%[46.1 µM]	1%	7%	2%	-25	3%	-7	-7	2
CN(C)c1ccccc1C(=O)c1ccccc1N(C)C	-14%	-2%	-1%	0%	-4%	-2	4%	-1	-9	-9
CC1Sc2ccc(S(=O)(=O)N3CCC(C(=O)NCc4ccccc4)CC3)cc2NC1=O (stereo not drawn)	-12%	3%	-4%	4%	2%	-2	6%	nt	-2	17
O=C(O)c1ccc2nc(-c3ccco3)c(-c3ccco3)nc2c1	?	3%	?	?	2%	-3	-6%	-35*	-11	-3
Cc1c(C(C)NC(=O)c2cc(COc3cccc4cnccc34)on2)cnn1C (stereo not drawn)	?	-1%	1%	5%	10%	4	-1%	0	-20	12
O=C(Nc1ccccc1)C1CCCN1/C=C/C(=O)C(F)(F)F (stereo not drawn)	1%	-6%	4%	-13%	0%	2	0%	0	0	-19
O=C1C(Cc2c[nH]c3ccccc23)NC(=S)N1C1CCCCC1 (stereo not drawn)	0%	0%	-5%	20%	4%	-7	-5%	-2	-9	-10
COC(=O)[C@@]1(Cc2ccc(OC)cc2)[C@H]2c3cc(C(=O)N4CCCC4)n(CCc4c[nH]c5ccc(O)cc45)c3C[C@H]2CN1C(=O)c1ccccc1	4%	nt	-8%	27%	nt	nt	-18%	-2&-4	4	nt
COC(=O)Cn1cnc(C(=O)Nc2ccc(C)c(C)c2)n1	-1%	2%[46.1 µM]	0%	nt	nt	-5	-13%	nt	-8	-12
CCCCNc1nc(N)nc(-c2cc(Cl)ccc2O)n1	?	0%[46.1 µM]	5%	-2%	1%	15	16%	-1	0	-6
CN1CCN(C(=O)C2=C[C@@H](C(C)(C)C)C[C@@H](OCc3ccc(CO)cc3)O2)CC1	-4%	-9%	2%	-28%	3%	nt	2%	8	0	19
CN1C(=O)C(=O)/C(=C(/O)c2ccc(Br)cc2)C1c1cccc([N+](=O)[O-])c1 (stereo not drawn)	5%	1%	-4%	-12%	5%	1	0%	16	-8	15
CCc1cccc2sc(NC(=O)C3CC3)nc12	8%	-4%	-1%	nt	nt	-8	4%	-1	-14	1

Three entries out of the list above, ordered by the value under GALK inh, low to high:
SMILES	TCR act	Tb PFK inh	MLL CXXC-DNA inh	GALK inh	TSHR antagonist
CCCCNc1nc(N)nc(-c2cc(Cl)ccc2O)n1	0%[46.1 µM]	5%	-2%	1%	0
O=C(O)c1ccc2nc(-c3ccco3)c(-c3ccco3)nc2c1	3%	?	?	2%	-11
Cc1nn(C)c2ncc(C(=O)c3cc(F)ccc3O)cc12	-8%	0%	1%	5%	-5

Compounds above that have bromine (three):
SMILES	BCR signal inh	TCR act	Tb PFK inh	MLL CXXC-DNA inh	GALK inh	KCNH2 WT inh	AT treatment	Coupling enz	TSHR antagonist	Giardia killer
O=C(COC(=O)c1cncc(Br)c1)NCC1CCCO1 (stereo not drawn)	4%	12%	-5%	-13%	0%	-3	0%	-1	-9	11
CCN(CC)C(=O)/C(=C/c1ccc2c(c1)OCO2)NC(=O)c1ccc(Br)cc1	-1%	3%[46.1 µM]	-2%	-5%	nt	10	-1%	-2	-10	-11
CN1C(=O)C(=O)/C(=C(/O)c2ccc(Br)cc2)C1c1cccc([N+](=O)[O-])c1 (stereo not drawn)	5%	1%	-4%	-12%	5%	1	0%	16	-8	15
